Bioassay records deposited in PubChem by National Center for Advancing Translational Sciences (NCATS).
TGFb inhibitor = inhibitors of TGF-b signaling; HepG2 CAGA-GFP TGF-b/SMAD3 reporter, GFP fluorescence, 18 h; TGF-beta stimulated, 500 pg/mL final; Potency, µM (titrated, usually from 46.1 µM), inactives show top-dose activity, negative = inhibition, actives largely listed as inhibitors; 410,000 tested, 1.2% active; also: potency is read from the fitted curve at half-maximal effect; % is scaled to controls: 0 for no effect and ±100 for the full control effect; nearly all actives have a fitted effect of over 65% in size
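Inhibition of TGF-beta-driven CAGA-GFP reporter expression in HEPG2 cells is measured by cellular GFP fluorescence after 18 h stimulation with 500 pg/mL recombinant TGF-beta in 1% FBS medium at 37 degrees C.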
CCT chaperon mod = modulators of cytosolic chaperonin (CCT/TRiC) activity | activity change, % (test concentration not listed), hits read low | purified chaperonin ATPase assay, HTRF ADP detection, 30 min | 360,000 tested, 0.3% active; in the data active = activity change below about -30%; also: % is scaled to controls: 0 for no effect and ±100 for the full control effect
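First, chaperonin was dispensed at 40 nM or 20 nM final depending on batch activity. Next, compounds were pinned at 76 uM and ATP added at 10 uM. After 30 min at 37 °C, ADP detection reagents ran 30 min at ambient temperature.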
Akt phos inh = blocks phosphorylation of Akt | Neuro2A IGF-stimulated pAkt S473 HTRF, 20 min; hits give low values | activity change, % for hits at 50 µM | 360,000 tested, 0.32% active | AID 651550; in the data active = activity change below about -80%; inconclusive = mostly about -51% to -80%; also: % is scaled to controls: 0 for no effect and ±100 for the full control effect
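Neuro2A cells in DMEM with 0.5% FBS, overnight at 37 deg C, given compound at single 50 µM final, then IGF (6 nM final) for 20 min at 37 deg C. Lysed; phospho-Akt Ser473 by HTRF after 24 h, 665/615 ratio.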
Abeta rescue = A-beta toxicity reversal in yeast; yeast expressing A-beta42, growth rescue, OD600, 48 h; response scale: 0% DMSO, 100% iron-clioquinol control; Potency, µM (doses to about 46.1 µM), for inactives: at the top dose growth rescue, most hits filed as activators; 410,000 tested, 0.063% active; AID 1347071; also: potency is read from the fitted curve at half-maximal effect; nearly all actives have a fitted effect of over 55% in size
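Yeast A-beta toxicity model in growth medium with pinned compounds, 48 h at 30 C; growth read as absorbance at 600 nm. Normalized to FeCl3/clioquinol equimolar mix (positive) and DMSO (negative).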
HepG2 tox = HepG2 cytotoxicity, counter-screen for TGF-b inhibitors. 410,000 tested, 0.76% active. HepG2 CAGA-GFP viability, ATP luminescence, 18 h. Potency, µM (series often up to 46.1 µM), for inactives: top-dose activity change, negative = cytotoxicity, most hits filed as cytotoxic; also: potency is read from the fitted curve at half-maximal effect; some results filed as inactive show a strong effect at the top dose
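HepG2 CAGA-GFP cells (1000/well, DMEM with 1% FBS) received compound, then TGF-beta at 500 pg/mL final, and were incubated 18 hours at 37 degrees C. Viability was read by CellTiter-Glo luminescence. Media-only wells were set as complete cell-killing and DMSO as no toxicity.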
Nrf2 inh = blocks Nrf2 signaling. A549 ARE-Fluc reporter, luciferase luminescence, 18-24 h. Potency, µM (top dose mostly 46 µM), inactives show at the highest dose activity change, negative = inhibition, usual class: inhibitors. 360,000 tested, 2.1% active; also: potency is read from the fitted curve at half-maximal effect; % is scaled to controls: 0 for no effect and ±100 for the full control effect; nearly all actives have a fitted effect of over 60% in size
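Quantitative HTS in A549 cells stably bearing an antioxidant response element-firefly luciferase construct. Inhibition of Nrf2-driven transcription was scored by luminescence after 18-24 h of compound exposure at 37 °C.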
Nrf2 ARE act = activators of Nrf2 (ARE) signaling. AID 624171. AREc32 ARE-luciferase reporter (MCF7-derived line), luminescence, 24 h. 410,000 tested, 0.31% active. Potency, µM (titrated, usually from 46.1 µM), inactives show at the highest dose activation, usual class: activators; also: potency is read from the fitted curve at half-maximal effect; % of control where 0% means no effect; nearly all actives have a fitted effect of over 65% in size
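Nrf2 activation is followed as ARE-luciferase induction in the AREc32 line after one day of compound treatment; luminescence is read with Steady-Glo.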
A549 viability = kills or reduces viability of A549 cells in Nrf2 counter-screen. A549 ARE-Fluc cells, CellTiter-Fluor viability, 18-24 h. Potency, µM (highest dose often 46 µM), inactives show top-dose activity change, negative = cytotoxicity, actives largely listed as inhibitors. 390,000 tested, 0.16% active. AID 504648; also: potency is read from the fitted curve at half-maximal effect; % is scaled to controls: 0 for no effect and ±100 for the full control effect
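A549 ARE-Fluc cells in 5% FBS OPTI-MEM, 5000 cells/well, rested 2 h then exposed to compounds in concentration-response for 18-24 h at 37 °C. Viability by CellTiter-Fluor fluorescence (Ex 405/Em 525) after 30 min; luciferase luminescence (BugLite, 15 min, RT) read afterwards.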
Mm-Cpn inhibitor = blocks the Methanococcus maripaludis chaperonin Mm-Cpn; purified Mm-Cpn ATPase, ADP Transcreener TR-FRET; 330,000 tested, 0.031% active; AID 504842; Potency, µM (doses to about 76.9 µM), for the others: at the top dose activity, negative = inhibition, usual class: inhibitors; also: potency is read from the fitted curve at half-maximal effect; % is scaled to controls: 0 for no effect and ±100 for the full control effect; nearly all actives have a fitted effect of over 80% in size
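Inhibition of chaperonin ATP hydrolysis is measured as reduced ADP production, detected by competitive TR-FRET in which signal falls with ADP. Final enzyme 25 nM and ATP 10 uM, reacted 30 min at 37°C.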
* hit, by the source's call; i = inactive; ? = inconclusive; · = no result given; [ ] = another dose, or the depositor's remark. Unless noted, calls follow the shape of the dose curve; as a rule, active = well fitted curve in the direction sought with a large enough effect; inconclusive = small, poorly fitted or top-dose-only effect, or another doubt; inactive = no such curve, though single readings can be large; an effect the other way counts as inactive or inconclusive. Outcome played no part in choosing rows; overall some 4.3% were active at least once.

SMILES | TGFb inhibitor | CCT chaperon mod | Akt phos inh | Abeta rescue | HepG2 tox | Nrf2 inh | Nrf2 ARE act | A549 viability | Mm-Cpn inhibitor
CCOC(=O)c1cc(=O)n(Cc2ccccc2C)c2ccccc12 | 1% | -0.8 | i | 7% | 1% | ? | -0.8% | -17% | -3%
C=CCn1c(SCC(=O)c2[nH]c(C)c(C(=O)OCC)c2C)nc2scc(-c3ccc(OC)cc3)c2c1=O | 2% | -6.1 | i | -6% | -27% | ? | 0.3% | -3% | 1%
COc1ccc(OC)c(S(=O)(=O)N2CCC(C(=O)NCc3cccnc3)CC2)c1 | 4% | -1.9 | i | -2% | -1% | 1% | -0.1% | 0% | -2%
COc1ccc(Nc2cc(C)c3ccc(O)cc3n2)cc1 | ? | 2.1 | i | 9% | -41% | -8% | 12% | -11% | -1%
Oc1ccc(Br)cc1-c1cc(-c2ccco2)[nH]n1 | ? | -1.0 | i | -92%[inhibitor] | -32% | · | 3.5µM* | 3% | 2%
Nc1nc(-c2ccco2)cs1 | 2% | -0.9 | i | -15% | 2% | 29% | 9.0% | 0% | -4%
O=C(NC(=S)Nc1ccc(Cl)cc1)c1ccccc1 | -19% | 0.8 | i | 8% | -10% | 15% | 5.0% | -4% | -8%
CCCCn1c(N)c(N(CCOC)C(=O)c2cc(-c3ccccc3Cl)nc3ccccc23)c(=O)[nH]c1=O | 19% | 0.0 | i | 14% | -47% | ? | 1.6% | 1% | 2%
COC(=O)NC1(C(F)(F)F)C(=O)NC(C)=C1C(=O)OC (stereo not given) | 4% | -2.4 | i | 7% | 0% | · | -0.7% | 2% | 1%
COc1ccc(C2C(C#N)=C(C)NC3=C2C(=O)CC(C)(C)C3)cc1 (stereo not given) | 3% | 1.8 | i | 11% | 8% | 13% | -0.3% | -12% | 0%
COc1ccc(-c2nn(C)c(=O)c3ccccc23)cc1CNC(=O)c1ccco1 | 10% | -2.8 | i | 8% | -60% | · | 9.5% | -1% | 2%
Cc1ccc2c(CNCC(C)c3ccccc3)c(C(=O)O)n(Cc3ccccc3C)c2c1 (stereo not given) | -7% | · | · | 0% | -32% | 14% | -0.8% | 6% | ·
O=S1(=O)NC(c2ccccc2)CC(CC2CCCCC2)O1 (stereo not given) | ? | -1.2 | i | -38%[inhibitor] | 0% | -13% | 1.1% | -2% | 0%
CCOC(=O)C1=CCN(S(=O)(=O)c2ccccc2Br)C1c1cccc(F)c1 (stereo not given) | ? | -1.1 | i | 4% | -18% | · | 12% | · | ·
CCOC(=O)C(=CNc1cccnc1Oc1ccc(C)c2c1CCC2)C(=O)OCC | 0% | -1.1 | i | -2% | 24% | 18µM* | -0.3% | -19% | -3%
CC1CC(NC(=O)CCn2c(=O)oc3ccccc32)CC(C)(C)C1 (stereo not given) | -1% | -1.8 | i | 13% | -16% | 10% | -0.4% | -2% | 0%
COC(=O)c1nn(-c2nc(-c3ccc(OC)c(OC)c3)cc(C(F)(F)F)n2)cc1[N+](=O)[O-] | 1% | -0.4 | i | · | -3% | 14% | 0.0% | 6% | 2%
FC(F)(F)c1cc(Oc2ccc(Cl)cc2)nc(-c2ccccn2)n1 | 2% | -1.9 | i | 8% | -2% | 5% | -0.5% | -7% | 1%
CC(=O)n1cc(N(C(=O)CCl)c2ccccc2)c2ccccc21 | 7.1µM* | 0.2 | i | -8% | 7.1µM* | ? | ? | -8% | 3%
COc1cc(NC(=O)CC(C)S(=O)(=O)c2cc3c(cc2C)NC(=O)CO3)cc(OC)c1OC (stereo not given) | 4% | -2.0 | i | -3% | -1% | 19% | 0.0% | -3% | 4%
O=C(Cn1cnc2c(oc3nc4c(cc32)CCCC4)c1=O)Nc1ccccc1 | -20% | -0.6 | i | · | -27% | 0% | -0.6% | -2% | -4%
Cc1cc2cc(CCNC(=O)c3ccc(S(=O)(=O)N4CCCC4)cc3)c(=O)[nH]c2cc1C | ? | 0.0 | i | -9% | -3% | -22% | -0.9% | -10% | 1%
Cc1ccc(CNC(=O)C2CC3Cn4c(nc5cc(Cl)c(Cl)cc54)C3N2C)o1 (stereo not given) | ? | 0.0 | i | -8% | -22% | 22% | 0.0% | 0% | -3%
CCCCCCN1C[C@H](n2cc(-c3ccc(F)cc3)nn2)[C@@H](O)C[C@@H]1c1ccc(OC)cc1 | ? | -0.4 | i | 1% | -63% | · | 1.1% | · | ·
CC(=O)N(CCc1ccccc1)c1ccc2c(c1)C1CC2CCN1C(=O)OCc1ccccc1 (stereo not given) | ? | 0.8 | i | -2% | -69% | · | -3.5% | · | ·
O=C(COC(=O)c1ccccc1F)NCc1ccc2c(c1)OCO2 | -10% | 1.8 | i | -25% | -18% | 10% | 0.5% | -1% | 0%
COc1ccc(NC(=O)CCC(=O)OC(C(=O)c2ccccc2)c2ccccc2)cc1 (stereo not given) | -7% | -1.7 | i | 14% | -10% | 8% | -0.7% | 0% | 0%
CN1C(=O)N(C)C2(c3ccccc3)NNC(N)=NC12c1ccccc1 (stereo not given) | 5% | 2.0 | i | -17% | -12% | 9% | 13% | -5% | 2%
CCOC(=O)C(C)NC(=O)CCc1nnc2ccc(N3CCCCC3)nn12 (stereo not given) | 6% | -1.0 | i | -17% | -10% | 8% | 0.1% | -8% | 1%
COCCCNc1nc2c(c(=O)n(Cc3cccc(Br)c3)c(=O)n2C)n1C | 0% | 0.9 | i | 5% | -13% | ? | 0.5% | -9% | 0%
CC(=O)c1cccc(NC(=O)N2CCCC2C(=O)Nc2ccc3c(c2)OCO3)c1 (stereo not given) | 0% | -0.3 | i | 0% | -4% | 1% | -0.3% | 0% | 5%
COc1ccc(C(=O)NC(C)CCn2cccn2)cc1OC1CCN(C(C)C)CC1 (stereo not given) | 5% | 1.0 | i | 5% | 11% | 2% | -0.3% | -4% | 2%
O=C(O)[C@H]1CCC(=O)N1Cc1ccco1 | 2% | -0.7 | i | 7% | -16% | -9% | -0.7% | -3% | -4%
O=C(CSc1ccccc1)Nc1ccc2c(c1)OCCO2 | -7% | -6.3 | i | 18% | 9% | ? | 4.7% | 7% | 1%
O=C(O)c1ccc2c(c1)CCCN2 | 4% | -0.6 | i | -15% | 6% | 0% | -0.8% | -5% | 1%
CCOC(=O)CC(NC(=O)Cc1ccc(F)cc1)c1ccccc1Cl (stereo not given) | -1% | -1.2 | i | 3% | 0% | 1% | -0.5% | 1% | 3%
COc1ccc2cc(C3CC(c4ccco4)=NN3S(C)(=O)=O)c(Cl)nc2c1 (stereo not given) | 11% | -1.4 | i | -3% | 26% | -2% | 5.3% | 0% | -1%
N#CCCn1nc(-c2ccccc2)cc1-n1c(C(F)(F)F)nc2ccccc21 | 7% | 1.0 | i | 18% | 0% | -10% | -0.5% | 1% | 1%
O=C(CSc1nnc(-c2ccccc2)o1)NC1CC1 | -1% | -0.8 | i | -2% | -21% | 5% | 0.7% | 5% | 1%
O=C(CNS(=O)(=O)c1ccc(Br)s1)NCC1COc2ccccc2O1 (stereo not given) | -22% | -0.5 | i | 18% | -35% | ? | -1.0% | 0% | 1%
COCCNS(=O)(=O)c1ccc(Cl)c(C(=O)NC2CCN(Cc3ccccc3)CC2)c1 | 11% | 1.6 | i | -7% | -2% | -23% | 0.0% | -15% | 0%
Cc1cc(=O)oc2c3c(cc(OCC(=O)NC4CC4)c12)OC(C)(C)CC3 | 7% | 1.2 | i | 0% | -6% | 1% | 0.8% | 2% | 2%
COc1cccc(C2=NOC(C(=O)NC(C)C)C2)c1 (stereo not given) | -10% | -2.3 | i | -24% | 3% | 10% | -0.2% | -5% | 1%
CC(Sc1n[nH]c(N)n1)C(=O)Nc1ccccc1-c1ccccc1 (stereo not given) | -3% | -6.5 | i | 1% | 7% | -4% | 0.1% | -5% | -10%
COc1ccc(-c2cc3c(c4c2ccn4C)C2CCC3O2)cc1OC (stereo not given) | -9% | 1.3 | i | -8% | -1% | · | 4.8% | · | ·
FC(F)(F)c1nc2nncn2c2c1CCCCC2 | -2% | 1.0 | i | 19% | 1% | 14% | -0.7% | -3% | -2%
COc1ccc(NC(=O)c2ccc(S(=O)(=O)N3CCCCC3)cc2)c(OC)c1 | ? | -0.9 | i | -6% | -3% | -15% | 0.3% | -3% | 0%
CCOCC(=O)Nc1ccc(S(=O)(=O)NCC2CCCO2)cc1 (stereo not given) | -1% | 0.3 | i | 1% | -11% | 0% | -0.9% | -1% | 0%
CC(=O)N(CN1C(=O)c2ccccc2C1=O)c1ccccc1 | 8% | -1.8 | i | 6% | -33% | -1% | -0.1% | 2% | 1%

Pulled by structure from above:
SMILES | TGFb inhibitor | CCT chaperon mod | Akt phos inh | Abeta rescue | HepG2 tox | Nrf2 inh | Nrf2 ARE act | A549 viability | Mm-Cpn inhibitor
CCOCC(=O)Nc1ccc(S(=O)(=O)NCC2CCCO2)cc1 (stereo not given) | -1% | 0.3 | i | 1% | -11% | 0% | -0.9% | -1% | 0%
COc1ccc(-c2cc3c(c4c2ccn4C)C2CCC3O2)cc1OC (stereo not given) | -9% | 1.3 | i | -8% | -1% | · | 4.8% | · | ·
COCCNS(=O)(=O)c1ccc(Cl)c(C(=O)NC2CCN(Cc3ccccc3)CC2)c1 | 11% | 1.6 | i | -7% | -2% | -23% | 0.0% | -15% | 0%
CC(Sc1n[nH]c(N)n1)C(=O)Nc1ccccc1-c1ccccc1 (stereo not given) | -3% | -6.5 | i | 1% | 7% | -4% | 0.1% | -5% | -10%
